GC-B act = GC-B (human) receptor activation | activation, % at 10 µM | AID 1920062 | P20594 | HEK293-GC-B cells, CNP EC30, cGMP TR-FRET; 0% at EC30 CNP, 100% saturating CNP | 370,000 tested, 0.11% active;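 active means activation at 10 µM reaching about 35% in either raw or pattern-adjusted values, limit read from the data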
DDE Tn6 FP inh = DD(E)-Tn6 binding inhibition, primary FP screen | Fibrin DD(E) TRITC-Tn6 fluorescence polarization displacement | inhibition, % at 8.3 µM | 370,000 tested, 0.21% active | AID 720509;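 active means inhibition above a per-campaign cutoff: mean of compounds within control limits plus 3 SD, cut at about 15% in these data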;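 further: 0% = median of all compound wells on the plate and 100% = blocking peptide control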
rCAG binder = molecules binding r(CAG) RNA repeats | r(CAG) RNA repeat, TO-PRO-1 dye displacement fluorescence | inhibition, % at 3 µM | AID 651821 | 370,000 tested, 1.3% active;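 active means inhibition above the plate cutoff, the mean of all test compounds on that plate plus 3 SD, cut at about 35% in these data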;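 further: 0% = DMSO alone and 100% = 100 µM mitoxantrone as full dye displacement; higher means more dye released from RNA so lower well fluorescence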
GC-A act = GC-A (human) enzyme activation. HEK293 GC-A cells, cGMP TR-FRET, EC30 ANP; 0% at EC30 ANP, 100% saturating ANP. activation, % at 10 µM. 370,000 tested, 0.14% active; in the data active means activation above about 40%
Target sequence (P16066 whole entry, looked up): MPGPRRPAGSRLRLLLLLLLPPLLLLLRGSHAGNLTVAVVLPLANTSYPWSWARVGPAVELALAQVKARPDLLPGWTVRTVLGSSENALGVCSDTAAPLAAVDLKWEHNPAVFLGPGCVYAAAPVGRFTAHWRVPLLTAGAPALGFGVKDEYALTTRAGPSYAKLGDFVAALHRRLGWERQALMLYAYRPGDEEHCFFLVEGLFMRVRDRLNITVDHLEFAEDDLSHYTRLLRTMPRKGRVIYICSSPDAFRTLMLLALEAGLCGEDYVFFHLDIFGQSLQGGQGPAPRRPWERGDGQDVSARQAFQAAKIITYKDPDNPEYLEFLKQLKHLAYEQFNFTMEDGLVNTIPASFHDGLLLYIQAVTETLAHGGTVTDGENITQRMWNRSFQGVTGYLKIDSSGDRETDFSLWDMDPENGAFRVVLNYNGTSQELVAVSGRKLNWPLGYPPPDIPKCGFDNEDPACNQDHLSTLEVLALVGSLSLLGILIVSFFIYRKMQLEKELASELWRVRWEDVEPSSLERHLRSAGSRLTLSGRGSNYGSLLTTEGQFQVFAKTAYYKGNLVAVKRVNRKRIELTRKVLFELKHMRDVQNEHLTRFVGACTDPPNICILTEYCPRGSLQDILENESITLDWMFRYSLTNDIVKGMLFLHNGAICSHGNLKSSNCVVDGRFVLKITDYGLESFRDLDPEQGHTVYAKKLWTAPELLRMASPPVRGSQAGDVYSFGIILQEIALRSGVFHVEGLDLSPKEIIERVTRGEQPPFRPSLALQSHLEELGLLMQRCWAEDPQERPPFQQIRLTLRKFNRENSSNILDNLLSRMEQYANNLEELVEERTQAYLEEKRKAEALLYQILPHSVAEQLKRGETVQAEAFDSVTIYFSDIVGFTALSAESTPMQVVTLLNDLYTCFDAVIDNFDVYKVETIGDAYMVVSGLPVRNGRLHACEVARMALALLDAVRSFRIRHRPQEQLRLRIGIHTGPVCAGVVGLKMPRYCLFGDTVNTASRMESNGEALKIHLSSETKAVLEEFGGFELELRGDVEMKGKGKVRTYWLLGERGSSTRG
ASAP1 inh = inhibitors of human ASAP1 ArfGAP activity; Q9ULH1; ASAP1-stimulated ARF1 GTP hydrolysis, GDP FP detection; inhibition, % at 16.5 µM; 360,000 tested, 0.19% active; in the data active means inhibition above about 25%;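 further: 0% = vehicle with enzyme and substrate and 100% = no enzyme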
HGIII-sPLA2 inh = Blocks human group III sPLA2 activity; Q9NZ20; 370,000 tested, 0.56% active; QFRET BODIPY PC-A2 liposome hydrolysis, fluorescence; inhibition, % at 12.2 µM;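 active means inhibition above mean plus 3 SD of compounds lying within the high and low control bounds, cut at about 19% in these data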;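 further: 0% = median of test compound wells and 100% = no enzyme DMSO wells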
ARFGAP1 inhibitor = inhibitors of rat ARFGAP1; 360,000 tested, 0.26% active; inhibition, % at 16.5 µM; Q62848; Arfgap1-stimulated ARF1 GTP hydrolysis, GDP FP detection; AID 651572;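 active means inhibition above a per-plate limit, mean inhibition of low control wells plus 3 SD, cut at about 25% in these data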;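 further: 0% = DMSO wells with enzyme and 100% = wells lacking Arfgap1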
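Repeats: one replicate per compound; assay system: rat Arfgap1 catalytic domain, aa 1-136; times: enzyme reaction 120 min at 25 °C after 20 min preincubation; detection: FP of antibody-bound GDP Alexa 633 tracer, ex 620/em 688 nm; benchmarks: high control wells lacking Arfgap1, low control full reaction with DMSO; reagent: human ARF1(Δ1-17)-GTP substrate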
KLK7 zymogen act = proKLK7 (human) activation, primary screen; 370,000 tested, 0.9% active; purified proKLK7, EDANS-DABCYL substrate fluorescence; 100% is mature enzyme control, 0% vehicle; activation, % at 7 µM; AID 652039; P49862;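 active means activation above the mean of all tested compounds plus 3 SD, computed per campaign excluding outliers beyond control limits, cut at about 13% in these data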
FXN GAA850 act = frataxin GAA850 promoter activation; HEK293 lucGAA850 FXN promoter luciferase reporter, 24 h; percent of 10 µM SAHA response; activation, % at 6 µM; 360,000 tested, 0.56% active; AID 540364;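 active means activation above the average of all compounds screened plus 3 SD, cutoff fixed separately per campaign, cut at about 7.5% in these data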;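 further: 0% = DMSO wells and 100% = 10 µM SAHA wells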
ADAM10 inh = inhibitors of human ADAM10. O14672. recombinant ADAM10, EDANS/DABCYL FRET peptide cleavage, 3 h. inhibition, % at 7 µM. 370,000 tested, 0.62% active. AID 720582;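 active means inhibition above a per-campaign cutoff equal to the mean of compounds falling between control-based bounds plus 3 SD, cut at about 20% in these data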;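 further: 0% = DMSO wells while the 100% control is not disclosed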
* hit, by the source's call; i = inactive; · = not tested or not shown; & = joins results of further samples.

Order of values: GC-B act, DDE Tn6 FP inh, rCAG binder, GC-A act, ASAP1 inh, HGIII-sPLA2 inh, ARFGAP1 inhibitor, KLK7 zymogen act, FXN GAA850 act, ADAM10 inh
> CCOC(=O)N1CCN(C(=O)CC(=O)Nc2ccc3nc4n(c(=O)c3c2)CCCCC4)CC1
    10.3, -1.5, 3.7, 6.4, -8.5, -8.3, 2.3, 0.1, 1.7, -8.2
> Cc1cc(C)cc(NC(=O)Cn2ncn3c(cc4ccccc43)c2=O)c1
    -12.7, 2.1, 11.6, -9.8, -1.1, 0.3, 10.7, -0.5, 0.5, -23.5
> OC(COc1ccccc1)CN1CCCC1 (stereo not given)
    1.4, -6.6, -2.4, 5.2, 3.4, -0.7, -7.6, 0.3, -0.1, -2.7
> Cc1cccc(C)c1NC(=O)C1CCCN(CCCc2ccccc2)C1 (stereo not given)
    -2.5, 3.2, -11.2, 1.4, -0.4, 0.0, 2.2, 0.7, -2.8, 1.1
> Cc1ccc(Cl)cc1NC(=O)c1cc(NC(=O)C2CCCCC2C(=O)O)ccc1N1CCOCC1 (stereo not given)
    1.0, 4.4, 24.2, 4.4, 7.4, 2.6, 2.2, 0.4, -0.2, 0.2
> COc1ccc(NC(=S)NCc2cccnc2)cc1
    3.7, 0.5, -1.6, 1.6, 6.8, 9.4, 1.8, 0.6, 0.1, 11.1
> CCCCN(C)C(=O)CSc1nnc(-c2cc(OC)c(OC)c(OC)c2)o1
    -0.4, 0.5, 3.0, -1.4, ·, -3.0, ·, -0.3, ·, 0.3
> CC(=O)CC1(O)C(=O)Nc2ccccc21 (stereo not given)
    -10.4&3.7, 12.8&1.3, 0.1&-0.5, -0.7&4.5, -12.6&-5.0, -3.1&10.6, -7.7&2.1, -0.1&-0.2, -0.6&2.2, -11.5&-1.1
> CC(C)CCNC(=O)COc1ccc2c3c(c(=O)oc2c1)CCC3
    -0.3, -3.7, -3.0, 0.2, 5.0, -3.5, -4.9, -5.0, 1.3, -159.8
> Cc1ccc(O)c(C(=O)c2cnc(/N=C(\N)N(C)C)nc2)c1
    -0.3, 3.8, 2.4, 1.4, -0.2, -0.3, 2.4, 1.2, 1.5, -5.8
> COC(=O)C(Cc1c[nH]c2ccccc12)NC(=O)C1CC1 (stereo not given)
    0.4, -6.2, 0.5, -0.9, -0.2, -6.0, -12.0, 0.2, 1.1, -3.8
> CCNS(=O)(=O)c1ccc(CCC(=O)N2CCN(Cc3ccccc3)CC2)cc1
    -4.0, 2.4, -1.9, 0.9, -5.4, 1.4, 7.4, 0.4, -0.5, -5.1
> COc1ccc(C)cc1NC(=O)CN(c1ccc(F)cc1)S(C)(=O)=O
    -2.2, -0.8, -4.3, -7.0, -11.8, -6.3, -3.0, 0.2, 1.2, 2.5
> Cc1ccc(-c2n[nH]c3c2C(c2ccccc2)N(c2ccc(C(=O)O)cc2)C3=O)cc1 (stereo not given)
    0.6, 0.3, 45.0*, -9.2, 11.8, -29.1, 2.2, 0.1, 0.1, -8.8
> O=C(CCc1c[nH]c2ccccc12)Nc1ccc(Nc2cccnc2)c(Br)c1
    -18.3, -2.8, 8.9, -14.0, 18.1, -60.3, 14.7, 0.3, ·, 1.2
> COC(=O)c1ccc(COC(=O)[C@@H]2CC(O)CN2S(=O)(=O)c2ccccc2[N+](=O)[O-])cc1 (stereo not given in full)
    -3.8, 4.1, 2.4, 2.7, 2.1, -1.9, 7.7, -0.4, -1.5, -6.0
> O=C(N/N=C/c1cn(Cc2cccc(F)c2)c2ccccc12)c1cc(O)cc(O)c1
    2.3, -18.9, 50.0*, 0.9, 2.4, -14.6, -1.7, -0.7, -0.6, -12.5
> [N-]=[N+]=CC(=O)c1ccnc(C(=O)C=[N+]=[N-])c1
    4.3, 7.1, 0.3, -2.7, 3.1, -1.8, 1.0, 0.9, 0.6, 2.2
> CCc1nnc(NC(=O)c2cc(S(=O)(=O)N3CCCCC3)ccc2C)s1
    1.1, -2.8, 2.8, -0.8, 17.1, -9.0, 6.8, 0.2, 1.6, 0.3
> COc1cc2c(cc1OC)C(Nc1ccccc1)=NC(C)(C)C2
    -0.2, 3.6, -4.7, -1.6, -7.6, -2.1, -2.2, -0.4, -1.3, 0.0

Reformatted in markdown: entries from further up.
| SMILES | GC-B act | DDE Tn6 FP inh | rCAG binder | GC-A act | ASAP1 inh | HGIII-sPLA2 inh | ARFGAP1 inhibitor | KLK7 zymogen act | FXN GAA850 act | ADAM10 inh |
| --- | --- | --- | --- | --- | --- | --- | --- | --- | --- | --- |
| O=C(N/N=C/c1cn(Cc2cccc(F)c2)c2ccccc12)c1cc(O)cc(O)c1 | 2.3 | -18.9 | 50.0* | 0.9 | 2.4 | -14.6 | -1.7 | -0.7 | -0.6 | -12.5 |
| [N-]=[N+]=CC(=O)c1ccnc(C(=O)C=[N+]=[N-])c1 | 4.3 | 7.1 | 0.3 | -2.7 | 3.1 | -1.8 | 1.0 | 0.9 | 0.6 | 2.2 |

(further entries)
Order of values: GC-B act, DDE Tn6 FP inh, rCAG binder, GC-A act, ASAP1 inh, HGIII-sPLA2 inh, ARFGAP1 inhibitor, KLK7 zymogen act, FXN GAA850 act, ADAM10 inh
> Cc1ccc2occ(/C=N/NC(=O)c3ccccc3C)c(=O)c2c1
    -1.3, 5.8, -1.8, -1.2, 2.3, -11.9, 3.4, 10.4, -1.0, -13.7
> COc1ccc(Cl)cc1CC1(C)C(=O)Nc2ccc(S(=O)(=O)NC3CCCCC3)cc21 (stereo not given)
    -3.7, 6.5, 2.6, -5.3, 6.0, -19.5, 12.2, 0.1, 16.1*, 16.1
> Cc1cc(C)c2nc3nc(C)cc(C)c3c(N)c2c1
    -2.8, 1.6, 13.6, 11.3, 6.2, 4.4, 11.9, 52.6*, -0.7, i
> CC(C)(C)OC(=O)C[C@@H]1C/C=C\C[C@@H](CC(=O)N[C@@H](CO)Cc2ccccc2)C(=O)NC[C@@H](c2ccccc2)OC1=O
    7.5, 9.9, -9.8, 3.2, -13.6, -8.0, 6.0, 0.6, -1.8, -2.0
> COc1ccc(S(=O)(=O)N2CCC[C@@H]2C(=O)N2CCC[C@H]2C(=O)NCc2ccncc2)cc1C
    3.9, -0.6, -1.1, -2.9, 4.8, 10.7, -4.5, 0.2, ·, -8.3
> CN(C(=O)COC(=O)c1cc(S(=O)(=O)N2CCOCC2)c(Cl)cc1Cl)C1CCS(=O)(=O)C1 (stereo not given)
    0.3, 6.4, -3.6, -3.9, -2.8, 10.6, -10.2, 0.0, 0.3, 0.4
> CCCCCCSc1cccc(-c2nc3ccccn3c2NCc2ccccc2)c1
    0.3&-4.8, -6.6&-7.2, -1.3&3.5, 3.6&0.2, 1.8&10.9, -4.6&-2.1, 1.7&8.9, -33.1&-36.0, 0.6, -276.7&-186.8
> Cc1cccc(NC(=O)C2CCCN(c3ncnc4c3nc3n4CCCCC3)C2)n1 (stereo not given)
    6.7, 3.4, 0.5, 0.1, 4.3, 2.3, -1.2, -0.6, -1.3, -4.5
> C/C=C/C(=O)OCC(=O)Nc1ccccc1Br
    0.6, -8.1, 1.9, 1.3, -3.5, 5.2, 8.2, 0.7, -0.8, 13.8
> CCOC(=O)N1CCN(C(=O)COCc2cc(-c3ccc4c(c3)OCO4)on2)CC1
    0.3, -9.1, -1.3, 0.8, 5.6, 6.4, 3.1, -0.2, 2.3, 2.2
> CC(=O)OCC1OC(n2cc(F)c(=O)[nH]c2=O)C(OC(C)=O)C1OC(C)=O (stereo not given)
    -0.8, -0.2, -1.1, 1.5, -5.2, 19.5*, 6.9, 0.2, 0.6, -0.4
> CCOC(=O)C1=C(C)N[C@@]2(O)c3ccccc3C(=O)[C@@]12O
    1.1, 2.5, 10.7, 1.2, 1.5, 3.8, -2.2, -0.3, 1.9, 1.7
> CCOC(=O)N1CCN(C(=O)C[C@@H]2C[C@@]3(C(=O)OC)CCCCC=C3N(Cc3ccco3)C2=O)CC1
    -2.1, 0.2, 2.8, 0.8, -2.3, -3.1, 1.4, 0.1, ·, 1.7
> CCOC(=O)C1CCCN(C(=O)C2CCC(CNS(=O)(=O)c3ccc(NC(C)=O)cc3)CC2)C1 (stereo not given)
    -3.9, -1.2, 0.9, -0.7, 0.2, -3.7, 8.7, 1.0, -1.2, 7.0
> O=C(NC1CCCc2ccccc21)c1ccc([N+](=O)[O-])cc1 (stereo not given)
    -8.0, -3.5, -3.1, 0.4, 2.0, -0.3, 0.0, -0.5, 4.1, -5.0
> C=CCNC(=O)c1ccc([N+](=O)[O-])c(Cl)c1
    7.2, 0.6, -1.5, -1.7, -0.9, -4.5, -6.5, 0.8, -1.0, 7.0
> O=C1N/C(=N\c2ccccn2)SC1Cc1ccccc1Cl (stereo not given)
    -8.5, 6.2, 1.7, 3.5, -0.9, -6.8, -1.8, 0.6, -1.0, -2.9
> CCOc1ccc(C(=O)OCCN(C)C)cc1
    5.4, 2.0, -3.8, 5.4, -0.5, 2.7, 4.0, 0.2, 0.8, 0.6
> Cc1ccc(NC2=NCC(=O)N2CCc2ccccc2)cc1C
    -6.0, 8.7, -2.1, 2.2, 10.6, -4.2, 7.2, 0.2, 0.5, 5.0
> CN(C)c1ccc(/C=C2\c3ccccc3C(=O)N2c2ccccc2)cn1
    -6.1, -0.1, 8.6, -8.9, 0.4, -1.9, -10.8, 2.9, 0.6, -32.0
> Cc1cc(CN2CCCC(C(=O)Nc3cccc(-n4cccn4)c3)C2)cc(C)c1O (stereo not given)
    10.8, 4.4, -5.7, 7.1, -1.7, -6.2, 10.8, -0.5, -1.8, -2.8
> CCC1S/C(=C(\C#N)C(N)=O)N(c2ccc(F)cc2)C1=O (stereo not given)
    2.5, 8.4, 1.2, -3.0, 0.1, -21.1, -8.2, -0.3, 0.6, 0.1
> CC1(NC(=S)N(CCO)CCO)CCS(=O)(=O)C1 (stereo not given)
    1.6, 4.4, 2.4, 0.9, 13.5, 2.5, -2.9, -0.8, -1.3, 2.2
> CCc1ccc(C(=O)Nc2cc(S(=O)(=O)N3CCOCC3)ccc2N2CCOCC2)cc1
    -0.9, 6.4, 0.6, -0.8, -12.8, -6.0, -0.6, 0.1, 0.8, 5.8
> COC(=O)c1cc(=O)nc2sccn12
    6.6, 8.8, 0.4, 3.5, 11.3, 0.9, -14.3, -25.3, 0.3, -25.1
> CCOC(=O)c1c(/N=C/N(C)C)sc(C(=O)OC)c1C
    -2.3, 4.3, -3.0, 0.9, -6.4, -1.2, 6.0, 0.7, 3.0, 2.5

Bioassay records deposited in PubChem by several laboratories.
